Bioassay records deposited in PubChem by several laboratories.
PGE2 EP2 inh – EP2 receptor (human) inhibition | C6 glioma cells expressing human EP2, cAMP TR-FRET; cells stimulated with saturating PGE2 | inhibition, % at 25 µM | actives 0.52% (n = 260,000);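 active means percent inhibition above 40 after rounding to a whole number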;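 further: rat C6 glioma host cells with rolipram phosphodiesterase inhibitor present; the protocol text gives 20 µM as final concentration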
m-calpain inh – calpain II (pig) inhibition; inhibition, % at 16 µM; purified calpain II, fluorogenic peptide substrate, 30 min; actives 0.37% (n = 220,000);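 active means inhibition above about 50%, limit read from the data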
Tb hexokinase – blocks Trypanosoma brucei hexokinase 1 activity | recombinant TbHK1, G6PDH-coupled NADH A340 | inhibition, % at 10 µM | actives 0.11% (n = 220,000);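 active means inhibition of 50% or more in the single-dose primary screen; inactive means inhibition below 50%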
Rad51 HR inh – blocks human Rad51 in homologous recombination; Q06609; hRad51 DNA strand exchange, fluorescence dequenching; inhibition, % at 10 µM; actives 0.085% (n = 200,000); AID 1385;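 active means inhibition above 40% at the single screening dose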;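 further: 0% = DMSO control wells and 100% = blanks with heterologous ssDNA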
Target sequence (Q06609 whole entry, looked up): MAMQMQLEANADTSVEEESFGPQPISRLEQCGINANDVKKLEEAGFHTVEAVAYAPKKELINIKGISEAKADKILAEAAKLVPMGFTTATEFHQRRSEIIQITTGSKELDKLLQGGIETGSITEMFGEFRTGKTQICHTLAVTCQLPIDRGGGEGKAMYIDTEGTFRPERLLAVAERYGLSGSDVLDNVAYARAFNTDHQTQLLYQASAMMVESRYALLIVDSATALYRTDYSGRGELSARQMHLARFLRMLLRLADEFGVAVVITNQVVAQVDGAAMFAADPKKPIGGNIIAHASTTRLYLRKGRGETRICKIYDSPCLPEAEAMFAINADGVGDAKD
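material = hRad51 filaments on single-stranded DNA | timing = filaments 15 min 37 °C, then compound 30 min | signal = FRET fluorescence dequenching, excitation 485 nm, emission 520 nm | benchmarks = control wells and blank wells on each plate | evaluation = percent inhibition relative to plate controls and blanks | compound = 10 µM final, single point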
L929 necroptosis – blocks zVAD induced death of L929 cells. L929 zVAD necroptosis rescue, ATP luminescence, 24 h; with zVAD 60 µM. viability rescue, % at 10 µM. actives 0.38% (n = 220,000). AID 1377;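 active means activation, scaled between plate controls, above about 75%, limit read from the data; inactive means activation under that limit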;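 further: 0% = zVAD with DMSO and 100% = DMSO alone without zVAD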
eIF4E 4G PPI – inhibitors of eIF4E and eIF4G interaction in translation initiation | inhibition, % at 21.7 µM | TR-FRET eIF4E-eIF4GI(517-606) binding, 2 h | actives 0.37% (n = 220,000);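 active means inhibition above about 30%, limit read from the data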;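 further: 0% = full FRET control wells and 100% = background wells lacking eIF4GI fragment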
14-3-3 Bad inh – disrupts binding of bovine 14-3-3 zeta to phospho-Bad peptide | P63103 | TR-FRET 14-3-3zeta/Dy647-pBad peptide displacement, 1 h | inhibition, % at 21.7 µM | actives 0.71% (n = 220,000) | AID 781;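 active means inhibition above about 70%, limit read from the data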;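 further: 0% = full 14-3-3 plus peptide FRET controls and 100% = background without 14-3-3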
EP2 mod – modulators of human EP2 prostaglandin E2 receptor; P43116; EP2-expressing cells, cAMP HTRF FRET, PGE2 co-stimulation; induction, % at 25 µM; actives 0.83% (n = 260,000); AID 940;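 active means compounds whose cAMP rise, as percent of the full-agonist control response, exceeds 60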;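 further: rat C6 glioma line stably carrying human EP2 under a CMV promoter; the protocol text gives 20 µM as final concentration; 100% = response of wells given 1 µM PGE2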
Hck-Nef inh – inhibitors of human Hck kinase activated by Nef. inhibition, % at 20 µM. AID 463187. actives 0.68% (n = 220,000). Recombinant Hck-YEEI plus Nef, Z-Lyte FRET kinase assay;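 active means Hck-Nef kinase inhibition above about 50%, limit read from the data; inactive means inhibition below that limit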;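 further: 0% = DMSO with Hck plus Nef and 100% = Hck alone without Nef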
Target sequence (P08631 whole entry, looked up): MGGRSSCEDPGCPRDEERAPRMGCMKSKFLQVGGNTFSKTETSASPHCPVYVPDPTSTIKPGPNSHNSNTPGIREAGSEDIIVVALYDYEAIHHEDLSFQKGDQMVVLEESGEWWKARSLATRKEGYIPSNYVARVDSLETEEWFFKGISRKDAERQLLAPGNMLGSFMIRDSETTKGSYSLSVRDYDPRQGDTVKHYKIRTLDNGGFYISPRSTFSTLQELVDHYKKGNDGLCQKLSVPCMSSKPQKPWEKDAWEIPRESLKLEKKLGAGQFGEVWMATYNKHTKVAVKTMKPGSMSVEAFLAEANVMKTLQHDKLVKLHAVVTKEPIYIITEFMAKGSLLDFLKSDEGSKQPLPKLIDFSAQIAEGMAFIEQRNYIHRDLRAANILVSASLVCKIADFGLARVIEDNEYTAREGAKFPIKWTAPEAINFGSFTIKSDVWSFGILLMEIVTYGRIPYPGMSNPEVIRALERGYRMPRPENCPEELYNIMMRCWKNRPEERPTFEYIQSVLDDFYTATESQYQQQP
Active calls of the source: *; i = inactive; x = not tested or not shown; & = joins results of further samples; [ ] = dose if it differs, or a comment. The list is partial. The share of hits here may be higher or lower than overall.

(1) COCCCNC(=O)Cn1cc(C(=O)c2cccs2)c2ccccc21
(2) COc1ccc(C(=O)NCc2nnc(SCC(=O)N3CCCCC3)o2)cc1
(3) CNC(=O)CCc1[nH]c2ccccc2c1Sc1ccccc1
(4) NC(=O)c1cccc2c1C(=O)N(C1CCCCC1)C2
(5) O=c1cc(O)nc2n1CCCS2
(6) NNC(=S)NCc1cccnc1
(7) O=C(Nc1cccc(-c2nnc(-c3ccccc3)o2)c1)C1CCCCC1
(8) CCOC(CNC(=O)c1cc(C)nn1-c1ccccc1)OCC
(9) COc1ccc(F)cc1S(=O)(=O)NC(Cc1ccccc1)C(N)=O (stereo not given)
(10) CN(C)S(=O)(=O)c1ccc(NC(=O)c2ccncc2)cc1
assay / entry	1	2	3	4	5	6	7	8	9	10
PGE2 EP2 inh	10.5&11.4	11.0	1.8	8.1	7.5	5.8	12.2	6.7	x	0.8
m-calpain inh	23.6	-21.2	8.3	-54.6	3.5	-14.2	-11.1	-1.9	1.2	11.3
Tb hexokinase	-21.0	-5.9	-7.7	9.5	49.9	3.2	-10.8	-6.5	3.5	-2.1
Rad51 HR inh	-4.6	3.7	-7.2	-1.0	1.0	3.0	3.1	5.3	x	-3.1
L929 necroptosis	0.4	0.0	-0.5	-0.1	0.3	0.0	1.6	1.1	0.4	5.5
eIF4E 4G PPI	-1.7	1.9	3.2	-0.8	4.9	16.6	6.4[fluorescence artefact?]	-4.5	-1.1	-1.2
14-3-3 Bad inh	0.2	-9.2	4.0	7.8	-7.3	-2.2	24.7[fluorescence artefact?]	-1.9	-5.1	-0.5
EP2 mod	-32.1&22.2	-1.1	3.5	25.9	-10.0	25.9	2.2	14.6	9.6	2.4
Hck-Nef inh	8.8	23.9	-1.7	29.9	4.7	4.4	10.0	1.7	2.2	23.7

(11) O=C(CSc1ncn[nH]1)N1N=C2/C(=C/c3ccccc3)CCCC2C1c1ccccc1 (stereo not given)
(12) Cc1c(C(=O)Nc2cccc([N+](=O)[O-])c2)csc1-c1ccccc1
(13) COc1ccc(CNc2c(C(=O)O)cnc3c2cnn3C)cc1
(14) Cc1nn(-c2ccccc2)c2ncc(C(=O)c3cc(Cl)ccc3O)cc12
(15) COC(=O)C1CCN(S(=O)(=O)c2ccc(NC(C)=O)cc2)CC1
(16) CCOC(=O)c1sc(NC(=O)c2ccc(S(=O)(=O)N(CC)CC)cc2)nc1C
(17) Cc1c(NC(=O)COC(=O)c2ccc(Br)o2)c(=O)n(-c2ccccc2)n1C
(18) Cc1ccc(Nc2nnc(SCc3nc4ccccc4c(=O)[nH]3)s2)cc1
(19) Cc1sc(NC(=O)c2cc(-c3ccccc3)nc3ccccc23)c(C(N)=O)c1C
(20) Cc1ccc(S(=O)(=O)N(CCC(=O)O)c2ccccc2)cc1
assay / entry	11	12	13	14	15	16	17	18	19	20
PGE2 EP2 inh	8.8	x	4.5	5.4	12.6	15.4	10.6	6.2	14.4	8.6
m-calpain inh	20.2	4.1	-2.6	4.5	-33.8	i	41.0	1.9	-61.9	-13.9
Tb hexokinase	-2.3	3.9	0.2	28.9	-0.4	-13.3	-2.4	8.5	-7.0	1.2
Rad51 HR inh	0.0	x	1.8	-6.6	6.7	-6.4	1.1	3.6	-11.0	8.8
L929 necroptosis	-0.4	3.0	4.7	0.6	0.2	1.4	2.2	1.8	0.2	0.1
eIF4E 4G PPI	5.1[fluorescence artefact?]	-1.6	3.8	-0.7[fluorescence artefact?]	2.5	-26.1[fluorescence artefact?]	2.4	4.0	4.9	1.7[fluorescence artefact?]
14-3-3 Bad inh	-4.1	5.0	-25.3	-28.9[fluorescence artefact?]	0.2[fluorescence artefact?]	-9.2[fluorescence artefact?]	10.1	5.1	-17.5[fluorescence artefact?]	2.3
EP2 mod	51.0	-4.6	27.6	37.2	6.5	38.8	-27.4	24.8	-2.3	37.2
Hck-Nef inh	0.3	1.6	19.7	1.5	-2.0	6.6	7.1	6.6	-1.4	0.3

Another view of some results above.
Order of values: PGE2 EP2 inh | m-calpain inh | Tb hexokinase | Rad51 HR inh | L929 necroptosis | eIF4E 4G PPI | 14-3-3 Bad inh | EP2 mod | Hck-Nef inh
14: Cc1nn(-c2ccccc2)c2ncc(C(=O)c3cc(Cl)ccc3O)cc12
 : 5.4 | 4.5 | 28.9 | -6.6 | 0.6 | -0.7[fluorescence artefact?] | -28.9[fluorescence artefact?] | 37.2 | 1.5
15: COC(=O)C1CCN(S(=O)(=O)c2ccc(NC(C)=O)cc2)CC1
 : 12.6 | -33.8 | -0.4 | 6.7 | 0.2 | 2.5 | 0.2[fluorescence artefact?] | 6.5 | -2.0
16: CCOC(=O)c1sc(NC(=O)c2ccc(S(=O)(=O)N(CC)CC)cc2)nc1C
 : 15.4 | i | -13.3 | -6.4 | 1.4 | -26.1[fluorescence artefact?] | -9.2[fluorescence artefact?] | 38.8 | 6.6
17: Cc1c(NC(=O)COC(=O)c2ccc(Br)o2)c(=O)n(-c2ccccc2)n1C
 : 10.6 | 41.0 | -2.4 | 1.1 | 2.2 | 2.4 | 10.1 | -27.4 | 7.1
18: Cc1ccc(Nc2nnc(SCc3nc4ccccc4c(=O)[nH]3)s2)cc1
 : 6.2 | 1.9 | 8.5 | 3.6 | 1.8 | 4.0 | 5.1 | 24.8 | 6.6
19: Cc1sc(NC(=O)c2cc(-c3ccccc3)nc3ccccc23)c(C(N)=O)c1C
 : 14.4 | -61.9 | -7.0 | -11.0 | 0.2 | 4.9 | -17.5[fluorescence artefact?] | -2.3 | -1.4
20: Cc1ccc(S(=O)(=O)N(CCC(=O)O)c2ccccc2)cc1
 : 8.6 | -13.9 | 1.2 | 8.8 | 0.1 | 1.7[fluorescence artefact?] | 2.3 | 37.2 | 0.3

Additional structures.
(21) COc1ccccc1NC(=O)c1csc2c1CCC(C)C2 (stereo not given)
(22) CC(Oc1ccc(Cl)cc1Cl)C(=O)NCCCN(C)C (stereo not given)
(23) COc1ccc(/C=C(\C#N)C(=O)c2c(C)[nH]c3ccccc23)cc1OC
(24) O=C(NNC1=C(C(=O)C(F)(F)F)CCC1)c1cccc(O)c1
(25) CCOC(=O)c1c(C)n(C)c2cc(Br)c(C(=O)OC)cc12
(26) O=c1[nH]c(CN2CCc3ccccc3C2)nc2ccccc12
(27) Cc1c(N=Cc2nc3ccccc3[nH]2)c(=O)n(-c2ccccc2)n1C
(28) CCn1c2ccccc2c2cc(NC(=O)C(C)Oc3ccccc3)ccc21 (stereo not given)
(29) COc1ccc(S(=O)(=O)Nc2c(C)nc3nc[nH]n3c2=O)cc1
(30) Cc1nc(CN2CCN(C(=O)CCc3nnc(Cc4c[nH]c5ccccc45)o3)CC2)cs1
assay / entry	21	22	23	24	25	26	27	28	29	30
PGE2 EP2 inh	4.2&14.6	13.6	6.7	11.2	7.5	19.0	15.8	2.7	5.2	4.1
m-calpain inh	2.9	-41.7	-4.9	25.4	-4.0	-66.0	-25.9	37.9	-11.0	7.9
Tb hexokinase	3.0	0.6	-15.6	-4.6	7.5	-2.8	-19.7	-1.6	-1.2	-8.2
Rad51 HR inh	27.5	3.4	13.6	3.6	1.6	-0.8	-3.8	3.9	30.1	-15.6
L929 necroptosis	2.8	0.1	1.0	1.2	-0.5	0.8	1.2	0.4	1.8	0.6
eIF4E 4G PPI	0.5	6.6[fluorescence artefact?]	-0.3	-4.9[fluorescence artefact?]	4.4	-3.4	6.9	6.2[fluorescence artefact?]	0.7	-0.2
14-3-3 Bad inh	-6.3	-6.7	-6.8	-13.6[fluorescence artefact?]	5.6	-16.7	-11.3	16.3[fluorescence artefact?]	-18.7	0.8
EP2 mod	50.1&31.4	-19.0	-7.2	45.5	39.6	5.7	-17.6	-24.9	27.1	-9.2
Hck-Nef inh	13.0	-2.6	14.9	6.7	-0.2	2.1	7.1	-0.5	24.9	-5.5

(31) CCOC(=O)CNc1c(N2CCN(c3ccccn3)CC2)c(=O)c1=O
(32) CCOc1cc(NC(=S)NCCOC)c(OCC)cc1NC(=O)c1cccs1
(33) COc1ccccc1-n1nc(C(=O)O)c2ccccc2c1=O
(34) CC(C)NC(=O)c1onc(CSc2ccc(C(C)C)cc2)c1C(=O)O
(35) N#Cc1cc2c(nc1SCC(O)CS(=O)(=O)Cc1ccc(Cl)cc1)CCCC2 (stereo not given)
(36) C=CCn1c(C)csc1=Nc1ccc(C(C)=O)cc1
(37) Cc1nc2c(C#N)c[nH]n2c(=O)c1Cc1ccccc1
(38) CCCC[C@@H]1CNC(=O)C(=O)N1CCc1cc(C(F)(F)F)cc(C(F)(F)F)c1
assay / entry	31	32	33	34	35	36	37	38
PGE2 EP2 inh	10.7	6.9	1.7	7.7	7.3	8.3	2.8	4.7
m-calpain inh	1.3	-16.8	-6.4	-13.3	-3.3	15.5	-27.5	2.1
Tb hexokinase	0.0	-4.7	-4.4	4.3	-0.8	-7.6	3.2	5.7
Rad51 HR inh	-0.6	-18.0	3.8	-5.5	4.3	10.1	-5.9	-4.7
L929 necroptosis	0.1	0.9	1.0	0.9	-0.4	0.1	-0.1	-0.3
eIF4E 4G PPI	2.9	-0.6	-25.0	5.8[fluorescence artefact?]	-52.8[fluorescence artefact?]	2.8	-13.4	-3.4
14-3-3 Bad inh	0.0	-21.4	7.0	7.1	-10.3[fluorescence artefact?]	-7.4	9.7	-1.1
EP2 mod	-0.7	-4.2	15.8	2.9	-3.0	-7.7	12.7	-1.1
Hck-Nef inh	0.3	26.6	-7.7	0.6	0.9	-54.8	1.3	26.1
